Screening data deposited in PubChem BioAssay by several laboratories.
proCasp7 act = counter-screen: procaspase-7 (human) activation | P55210 | 330,000 tested, 0.093% active | AID 463210 | recombinant procaspase-7, Ac-DEVD-pNA absorbance 405 nm; D23A/D198A/D206A triple mutant, cannot self-cleave; scale: DMSO 0, 5 µM enzyme 100 | activation, % at 8.5 µM;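 active = percent activation above the screen-wide mean plus 3 SD, cut at about 25% in these data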
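Detection: p-Nitroaniline absorbance at 405 nm, read at 0 and 120 min; system: Uncleavable procaspase-7 mutant enzyme; evaluation: % activation from two-timepoint absorbance difference, scaled to controls; times: 1 h enzyme–compound preincubation and 2 h substrate reaction, both 25 °C; buffer or medium: Zinc-free HEPES pH 7.4 with 300 mM NaCl, 0.01% Triton X-100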
LAP4 TOR yeast = yeast TOR pathway LAP4-GFP modulation. S. cerevisiae LAP4-GFP multiplex, flow cytometry GFP, 3 h; median GFP as percent of DMSO wells. GFP response vs DMSO, % at 10 µM. 320,000 tested, 0.34% active;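 active = GFP response vs DMSO above a set limit, about the screen mean plus 3 SD, cut at about 150% in these data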
RPL19A-GFP yeast = modulators of TOR pathway RPL19A-GFP in S. cerevisiae; S. cerevisiae RPL19A-GFP strain, flow cytometry, 3 h; stronger effect = lower value; percent response vs DMSO, % at 10 µM; 330,000 tested, 0.3% active; AID 2025;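 active = percent response vs DMSO below 50%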;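 also: median channel GFP fluorescence of the barcoded RPL19A-GFP strain; ratio of sample median GFP to plate DMSO average so 100% = DMSO; lower means less RPL19A-GFP as with rapamycin TOR inhibition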
procasp3 activ = activates human procaspase-3; activation, % at 8.5 µM; recombinant procaspase-3 D3A, Ac-DEVD-pNA absorbance 405 nm; 330,000 tested, 0.11% active;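 active = activation above the mean of all tested compounds plus 3 SD, cut at about 21% in these data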;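 also: 0% = DMSO alone and 100% = DMSO wells spiked with extra 5 µM PC-3 D3A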
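Assay system: Autoprocessing-dead procaspase-3 D3A mutant enzyme; also added: Ac-DEVD-pNA; doses: one concentration, 8.5 µM nominal, 0.8% DMSO; times: 1 h compound preincubation, 2 h substrate hydrolysis at 25 °C; technique: 405 nm absorbance of p-nitroaniline, reads at 0 and 120 min; measure: % activation between DMSO and enzyme-spiked controls; repeats: single replicate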
MEP2-GFP yeast = modulators of TOR pathway MEP2-GFP in S. cerevisiae; S. cerevisiae MEP2-GFP strain, flow cytometry GFP, 3 h; 100% = DMSO control level; GFP response vs DMSO, % at 10 µM; 330,000 tested, 0.51% active; AID 2016;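 active = GFP response versus DMSO above a set limit, roughly screen mean plus 3 SD, cut at about 180% in these data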;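 also: median GFP fluorescence of the barcode-gated MEP2-GFP cells per well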
EBNA-1 inhibitor = blocks EBNA-1 binding to DNA; AID 1950; 300,000 tested, 0.34% active; EBNA-1 DNA binding, fluorescence polarization; inhibition, % at 14.8 µM; in the data active = inhibition above about 28%
AHR activator = human AHR activation. activation, % at 5 µM. 320,000 tested, 2.5% active. P35869. AHR-responsive luciferase reporter cells, luminescence; in the data active = activation above about 47%;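 also: 0% = vehicle wells and 100% = reference agonist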
ZTA DNA inh = blocks Epstein-Barr virus ZTA, an EBNA-1 counter-screen. ZTA-DNA binding, fluorescence polarization. 320,000 tested, 0.15% active. inhibition, % at 11 µM; in the data active = inhibition above about 33%
* marks the source's active call; other numbers are inactive results; [ ] = another dose, or the depositor's remark. An unsorted share of the library. About 3.8% of those tested had a hit in this group.

Results for O=C(CN1C(=O)S/C(=C\C=C\c2ccccc2)C1=O)N1CCCCC1 ?
proCasp7 act: 5; LAP4 TOR yeast: 94; RPL19A-GFP yeast: 108; procasp3 activ: -7; MEP2-GFP yeast: 105; EBNA-1 inhibitor: 14; AHR activator: -4; ZTA DNA inh: 11

How did C=CCn1c(SCc2cc(=O)n3ccsc3n2)nc2cc(Cl)ccc2c1=O do in these assays?
proCasp7 act: 5; LAP4 TOR yeast: 94; RPL19A-GFP yeast: 86; procasp3 activ: 4; MEP2-GFP yeast: 102; EBNA-1 inhibitor: -5; AHR activator: -2; ZTA DNA inh: 12

What do the screens show for `CCOC(=O)N1CCC(N2C(=O)c3ccc(C(=O)Nc4ccc(OC)c(OC)c4)cc3C2=O)CC1`?
proCasp7 act: 4; LAP4 TOR yeast: 95; RPL19A-GFP yeast: 106; procasp3 activ: 5; MEP2-GFP yeast: 112; EBNA-1 inhibitor: 8; AHR activator: 1; ZTA DNA inh: 20

Results for O=C1CCc2cc(S(=O)(=O)N3CCN(Cc4ccc5c(c4)OCO5)CC3)ccc2N1 ?
proCasp7 act: 3; LAP4 TOR yeast: 99; RPL19A-GFP yeast: 101; procasp3 activ: 5; MEP2-GFP yeast: 104; EBNA-1 inhibitor: -4; AHR activator: 1; ZTA DNA inh: 3

Results for Cc1cccc(OCCNC(=O)c2cncc(Br)c2)c1 ?
proCasp7 act: -4; LAP4 TOR yeast: 92; RPL19A-GFP yeast: 101; procasp3 activ: -2; MEP2-GFP yeast: 96; EBNA-1 inhibitor: -7; AHR activator: 7; ZTA DNA inh: -11

Results for CCOC(=O)c1ccc(Oc2nc(NC)nc(Nc3ccccc3)n2)cc1 ?
proCasp7 act: 20; LAP4 TOR yeast: 105; RPL19A-GFP yeast: 102; procasp3 activ: -2; MEP2-GFP yeast: 106; EBNA-1 inhibitor: 3; AHR activator: -2; ZTA DNA inh: 7

Results for COc1ccc(CNc2nc3nc(C)cc(C)n3n2)cc1OC ?
proCasp7 act: -12; LAP4 TOR yeast: 99; RPL19A-GFP yeast: 101; procasp3 activ: 8; MEP2-GFP yeast: 102; EBNA-1 inhibitor: -10; AHR activator: 4; ZTA DNA inh: -14

How did c1ccc(-c2nnc(-c3ccco3)o2)cc1 do in these assays?
proCasp7 act: 3; LAP4 TOR yeast: 98; RPL19A-GFP yeast: 101; procasp3 activ: 4; MEP2-GFP yeast: 103; EBNA-1 inhibitor: 9; AHR activator: 20; ZTA DNA inh: -16

How did CCN1CCN(c2ccc(S(=O)(=O)N3CCCCC3)cc2NC(=O)COc2ccc(Cl)c(C)c2)CC1 do in these assays?
proCasp7 act: 7; LAP4 TOR yeast: 97; RPL19A-GFP yeast: 98; procasp3 activ: -1; MEP2-GFP yeast: 101; EBNA-1 inhibitor: -2; AHR activator: 3; ZTA DNA inh: 7

What do the screens show for `COc1ccc(NC(=O)CCCN2C(=O)CCC2=O)cc1Cl`?
proCasp7 act: 11; LAP4 TOR yeast: 94; RPL19A-GFP yeast: 99; procasp3 activ: -3; MEP2-GFP yeast: 93; EBNA-1 inhibitor: -1; AHR activator: 1; ZTA DNA inh: -12

What do the screens show for `Cc1ccc(Oc2nc(CN3CCOCC3)nc3sc4c(c23)CCC(C)C4)cc1` (stereo not given)?
proCasp7 act: 1; LAP4 TOR yeast: 97; RPL19A-GFP yeast: 100; procasp3 activ: -1; MEP2-GFP yeast: 106; EBNA-1 inhibitor: 3; AHR activator: 1; ZTA DNA inh: -22

Results for CCC(=O)Nc1nnc(-c2ccncc2)s1 ?
proCasp7 act: 3; LAP4 TOR yeast: 101; RPL19A-GFP yeast: 102; procasp3 activ: 11; MEP2-GFP yeast: 103; EBNA-1 inhibitor: 15; AHR activator: 6; ZTA DNA inh: -4

Results for O=C(CSc1nc2cc(Cl)ccc2o1)c1cccs1 ?
proCasp7 act: 8; LAP4 TOR yeast: 117; RPL19A-GFP yeast: 98; procasp3 activ: -4; MEP2-GFP yeast: 100; EBNA-1 inhibitor: -2; AHR activator: 1; ZTA DNA inh: 8

Results for CCOC(=O)C1=C(C)Nc2ccccc2N=C1NC(=O)CCCN1C(=O)c2ccccc2C1=O ?
proCasp7 act: -13; LAP4 TOR yeast: 99[may fluoresce violet]; RPL19A-GFP yeast: 87[may fluoresce violet]; procasp3 activ: -1; MEP2-GFP yeast: 153[may fluoresce violet]; EBNA-1 inhibitor: -14; AHR activator: 1; ZTA DNA inh: -15

How did COc1ccc(S(=O)(=O)N2CCN(Cc3ccc4c(c3)OCO4)CC2)cc1F do in these assays?
proCasp7 act: 13; LAP4 TOR yeast: 100; RPL19A-GFP yeast: 105; procasp3 activ: 7; MEP2-GFP yeast: 108; EBNA-1 inhibitor: 1; AHR activator: 0; ZTA DNA inh: 3

Results for C=C(C)Cn1c(SCC(=O)N/N=C/c2c(O)ccc3ccccc23)nc2ccccc2c1=O ?
proCasp7 act: -43; LAP4 TOR yeast: 101; RPL19A-GFP yeast: 98; procasp3 activ: -10; MEP2-GFP yeast: 100; EBNA-1 inhibitor: 6; AHR activator: 17; ZTA DNA inh: -15

How did Fc1ccc(-c2cc3nc(-c4ccccc4)cc(N4CCOCC4)n3n2)cc1 do in these assays?
proCasp7 act: 7; LAP4 TOR yeast: 112; RPL19A-GFP yeast: 101; procasp3 activ: 5; MEP2-GFP yeast: 107; EBNA-1 inhibitor: -6; AHR activator: 4; ZTA DNA inh: -6

How did CC(C)(C)NCC(O)COc1cccc2[nH]c(=O)[nH]c12 (stereo not given) do in these assays?
proCasp7 act: 0; LAP4 TOR yeast: 111; RPL19A-GFP yeast: 109; procasp3 activ: 7; MEP2-GFP yeast: 106; EBNA-1 inhibitor: 7; AHR activator: -3; ZTA DNA inh: 9

How did COCCn1c(=NC(=O)c2sc3ccccc3c2Cl)sc2cc(S(N)(=O)=O)ccc21 do in these assays?
proCasp7 act: -1; LAP4 TOR yeast: 97; RPL19A-GFP yeast: 104; procasp3 activ: 0; MEP2-GFP yeast: 108; EBNA-1 inhibitor: 2; AHR activator: 6; ZTA DNA inh: -6

What do the screens show for `CCn1c2ccccc2c2n[nH]c(=S)nc21`?
proCasp7 act: -3; LAP4 TOR yeast: 91; RPL19A-GFP yeast: 102; procasp3 activ: 2; MEP2-GFP yeast: 101; EBNA-1 inhibitor: 9; AHR activator: 17; ZTA DNA inh: -10

Results for O=C1C2C3C=CC(C3)C2C(=O)N1c1cccc(N2C(=O)C3C4C=CC(C4)C3C2=O)n1 (stereo not given) ?
proCasp7 act: -1; LAP4 TOR yeast: 104; RPL19A-GFP yeast: 98; procasp3 activ: 5; MEP2-GFP yeast: 105; EBNA-1 inhibitor: 8; AHR activator: 1; ZTA DNA inh: 17

What do the screens show for `c1ccc(COC2CCCN(Cc3nc(-c4cnccn4)no3)C2)cc1` (stereo not given)?
proCasp7 act: 7; LAP4 TOR yeast: 111; RPL19A-GFP yeast: 96; procasp3 activ: 7; MEP2-GFP yeast: 103; EBNA-1 inhibitor: -15; AHR activator: 2; ZTA DNA inh: -7

How did Cc1cc(Cl)ccc1OCC(=O)Nc1ccc2oc(=O)ccc2c1 do in these assays?
proCasp7 act: 14; LAP4 TOR yeast: 99; RPL19A-GFP yeast: 94; procasp3 activ: -3; MEP2-GFP yeast: 103; EBNA-1 inhibitor: -2; AHR activator: 5; ZTA DNA inh: -1

Results for Cc1ccc(C(=O)NCC2CCCO2)cc1[N+](=O)[O-] (stereo not given) ?
proCasp7 act: 8; LAP4 TOR yeast: 106; RPL19A-GFP yeast: 106; procasp3 activ: -6; MEP2-GFP yeast: 111; EBNA-1 inhibitor: 1; AHR activator: 8; ZTA DNA inh: 5

3 compounds from above, sorted by molar mass, rising.
Results for COc1ccc(CNc2nc3nc(C)cc(C)n3n2)cc1OC ?
proCasp7 act: -12; LAP4 TOR yeast: 99; RPL19A-GFP yeast: 101; procasp3 activ: 8; MEP2-GFP yeast: 102; EBNA-1 inhibitor: -10; AHR activator: 4; ZTA DNA inh: -14

How did Cc1cc(Cl)ccc1OCC(=O)Nc1ccc2oc(=O)ccc2c1 do in these assays?
proCasp7 act: 14; LAP4 TOR yeast: 99; RPL19A-GFP yeast: 94; procasp3 activ: -3; MEP2-GFP yeast: 103; EBNA-1 inhibitor: -2; AHR activator: 5; ZTA DNA inh: -1

Results for CCOC(=O)c1ccc(Oc2nc(NC)nc(Nc3ccccc3)n2)cc1 ?
proCasp7 act: 20; LAP4 TOR yeast: 105; RPL19A-GFP yeast: 102; procasp3 activ: -2; MEP2-GFP yeast: 106; EBNA-1 inhibitor: 3; AHR activator: -2; ZTA DNA inh: 7

(cont.)
What do the screens show for `Nc1nonc1C(=O)N1CCCC1`?
proCasp7 act: 15; LAP4 TOR yeast: 91; RPL19A-GFP yeast: 104; procasp3 activ: 4; MEP2-GFP yeast: 96; EBNA-1 inhibitor: 1; AHR activator: 0; ZTA DNA inh: -12

Results for COC(=O)CSc1nnc(-c2cccc(NC(=O)c3ccc(C)cc3)c2)n1C ?
proCasp7 act: -3; LAP4 TOR yeast: 97; RPL19A-GFP yeast: 95; procasp3 activ: -9; MEP2-GFP yeast: 108; EBNA-1 inhibitor: -10; AHR activator: 1; ZTA DNA inh: -10

What do the screens show for `Cc1nc(CCNC(=O)CC2C(=O)NCCN2Cc2ccccc2)sc1C` (stereo not given)?
proCasp7 act: -3; LAP4 TOR yeast: 98; RPL19A-GFP yeast: 101; procasp3 activ: -6; MEP2-GFP yeast: 96; EBNA-1 inhibitor: -12; AHR activator: -2; ZTA DNA inh: 5

How did Cc1ccc(N(CC(=O)Nc2cccc(N(C)S(C)(=O)=O)c2)S(C)(=O)=O)cc1 do in these assays?
proCasp7 act: 5; LAP4 TOR yeast: 111; RPL19A-GFP yeast: 108; procasp3 activ: 2; MEP2-GFP yeast: 106; EBNA-1 inhibitor: 8; AHR activator: -2; ZTA DNA inh: -2

How did CNC(=O)c1nn(-c2ccc(Cl)cc2)ccc1=O do in these assays?
proCasp7 act: 9; LAP4 TOR yeast: 108; RPL19A-GFP yeast: 106; procasp3 activ: -1; MEP2-GFP yeast: 107; EBNA-1 inhibitor: -6; AHR activator: 30; ZTA DNA inh: -2

How did COC(=O)c1c(N)c(C#N)c2n1CCCCC2 do in these assays?
proCasp7 act: 6; LAP4 TOR yeast: 96; RPL19A-GFP yeast: 94; procasp3 activ: 6; MEP2-GFP yeast: 102; EBNA-1 inhibitor: 2; AHR activator: 7; ZTA DNA inh: 16

Results for CC1=CC(C)(C)N2C(=O)C3(C(C#N)=C(N)OC4=C3C(=O)CC(C)(C)C4)c3c(C)c(C)cc1c32 (stereo not given) ?
proCasp7 act: -3; LAP4 TOR yeast: 105; RPL19A-GFP yeast: 101; procasp3 activ: 7; MEP2-GFP yeast: 103; EBNA-1 inhibitor: -6; AHR activator: 23; ZTA DNA inh: -8

What do the screens show for `O=C(COC(=O)/C=C/c1nc2ccccc2s1)Nc1cccc(Cl)c1Cl`?
proCasp7 act: -7; LAP4 TOR yeast: 105; RPL19A-GFP yeast: 107; procasp3 activ: -3; MEP2-GFP yeast: 110; EBNA-1 inhibitor: 1; AHR activator: 4; ZTA DNA inh: -7

What do the screens show for `COCCNCCCCOc1ccc(Br)cc1C`?
proCasp7 act: 6; LAP4 TOR yeast: 109; RPL19A-GFP yeast: 103; procasp3 activ: 15; MEP2-GFP yeast: 110; EBNA-1 inhibitor: -12; AHR activator: 2; ZTA DNA inh: 0
